# 12-LOX inh = Primary qHTS assay for inhibitors of human arachidonate 12S-lipoxygenase (ALOX12): Round 2; Polyunsaturated fatty acid lipoxygenase ALOX12 (Homo sapiens), P18054; purified 12hLO, xylenol orange hydroperoxide absorbance; Potency, µM (titrated, usually from 108 µM), for inactives: at the highest dose activity change, negative = inhibition, usual class: inhibitors; 580,000 compounds, 1.1% hits; active = well fitted inhibition curve with a large enough effect; inconclusive = small, poorly fitted or top-dose-only effect, or another doubt; inactive = no such curve, though single readings can be large or run the other way
# Target sequence (P18054 whole entry, looked up): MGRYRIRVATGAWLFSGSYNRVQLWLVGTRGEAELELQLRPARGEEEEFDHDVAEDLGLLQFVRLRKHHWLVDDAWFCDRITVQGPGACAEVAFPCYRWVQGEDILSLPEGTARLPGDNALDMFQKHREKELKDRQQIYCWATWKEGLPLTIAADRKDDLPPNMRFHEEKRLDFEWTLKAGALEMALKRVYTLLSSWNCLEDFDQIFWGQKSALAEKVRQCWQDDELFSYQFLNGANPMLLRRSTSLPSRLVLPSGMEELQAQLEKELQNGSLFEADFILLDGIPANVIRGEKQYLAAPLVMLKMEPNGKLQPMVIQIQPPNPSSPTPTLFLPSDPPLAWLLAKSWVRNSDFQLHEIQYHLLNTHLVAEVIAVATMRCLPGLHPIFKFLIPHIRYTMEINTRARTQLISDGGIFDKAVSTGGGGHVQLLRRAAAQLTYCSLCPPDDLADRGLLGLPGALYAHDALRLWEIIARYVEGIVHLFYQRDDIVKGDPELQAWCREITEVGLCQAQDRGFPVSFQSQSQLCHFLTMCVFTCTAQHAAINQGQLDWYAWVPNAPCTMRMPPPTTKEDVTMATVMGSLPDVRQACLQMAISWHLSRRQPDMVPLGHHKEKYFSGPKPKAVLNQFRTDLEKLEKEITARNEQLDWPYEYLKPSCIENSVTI
#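 Purified human 12hLO (150 nM final) in 25 mM Hepes, 0.01% Triton X-100, pH 7.0 was preincubated 15 min at room temperature with compound. Then 40 uM arachidonic acid was added, 30 min. Hydroperoxide was read by Fe-XO absorbance ratio 573/405 nm.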
# * = called active by the depositor; u = inconclusive; & = joins results of further samples; [ ] = remark or other dose. % is set by controls: 0 for no effect and ±100 for the full control effect; potency is the fitted concentration of half-maximal effect.
SMILES,12-LOX inh
COc1ccc(Cn2c(C)cc(O)cc2=O)cc1,-12%
O=C(c1cccc(F)c1)N1CCOC[C@H](Oc2ccccc2)C1,59%[activator][176 µM]
O=C(c1cncnc1)N1C[C@@H](COCC2CC2)[C@H](c2ccccn2)C1,31%
O=C(Nc1cccc(F)c1)N1CCCC(Cn2c(C3CC3)nc3cccnc32)C1 (stereo unspecified),10%
CCn1nccc1C(=O)N1C[C@@H](Oc2ccccc2)C[C@H]1C(=O)N1CCCC1,11%
O=C1NC2(CCN(C(=O)c3ccccc3)CC2)Oc2ccccc21,46%[176 µM]
CCCC(=O)NC1CCN(c2ccc(F)cc2)C1=O (stereo unspecified),44%[activator]
CCC(=O)N1CCC(CC(=O)N2CCOCC2)C1 (stereo unspecified),30%
O=C1CCN(C(=O)c2ccccc2)CCCC(C(=O)NCCCn2cccn2)CCN1 (stereo unspecified),40%[activator]
O=C(N[C@H]1CCN2C(=O)c3ccccc3NC(=O)[C@@H]2C1)c1ccncc1,4%[176 µM]
COc1cc(NC(=O)CCC2CCN(C(=O)c3ccccc3)CC2)cc(OC)c1,10%
Cn1ccnc1CN1CCN(c2nccc(-c3cccnc3)n2)CC1,9%
CCOCCn1c(=O)[nH]c2cc(C(=O)NCc3n[nH]c(C)n3)ccc21,11%
Fc1ccc(OC2CN(Cc3ccsc3)C2)cc1F,0%[12.5 µM]
CCCc1noc(-c2cccn3c(CNC(=O)Cc4ccccc4OC)nnc23)n1,13%
O=C1NCc2ccccc2CC12CCN(Cc1c(F)cccc1F)C2 (stereo unspecified),3%[6.33 µM]
O=C1NC(=NC2CCCCC2)C2(CCN(Cc3ccccc3)C2)N1c1cccnc1 (stereo unspecified),2%[6.33 µM]
COc1cccc(CN2CCNC(=O)C2CC(=O)N2CCNC(=O)C2)c1OC (stereo unspecified),13%
O=S(=O)(NCC1CCOCC1)c1ccccc1F,2%
CN(Cc1cccc2cnccc12)C(=O)COc1ccc(Cl)cc1Cl,22%
Cc1noc(-c2nc(-c3ccc(N(C)C)cc3)no2)n1,-6%
CNC(=O)N1CCC2(CC1)CC(N1CCN(c3ccccn3)CC1)CCO2 (stereo unspecified),34%[activator]
Cn1cc(CNC(=O)C[C@@H]2C[C@H]3O[C@H](CNCc4ccncc4F)[C@@H](O)[C@H]3O2)cn1,-3%[176 µM]
COCC(=O)NC1CCC12CCN(S(=O)(=O)c1c(C)noc1C)CC2 (stereo unspecified),50%[activator]
COc1cc(OC)cc(C(=O)NC2CCN(c3cc(C(F)(F)F)ncn3)CC2)c1,20%
Cc1ccc(C(=O)N2CCC(CCC(=O)N(C)CCc3c(C)nn(C)c3C)CC2)cc1,0%
c1ccc2c(c1)CC(n1ccnc1-c1cc3n(n1)CCCNC3)C2,62%[activator]
Cc1noc(-c2ccc3c(c2)OCO3)c1C(=O)NCc1ccccc1,1%
O=C1CCC2(CCCO2)CCN1Cc1ccc(OC(F)(F)F)cc1 (stereo unspecified),28%
COc1ccc(-c2[nH]ncc2CN2CCc3nc(N4CCN(C)CC4)[nH]c(=O)c3CC2)cc1,17%
COCCNC(=O)[C@@H]1C[C@H](Oc2cccnc2)CN1C(=O)c1cnccc1C,60%
COc1ccccc1-c1nc(C2CC(=O)N(c3ccc(F)c(Cl)c3)C2)no1 (stereo unspecified),7%
CCN1CCCN(S(C)(=O)=O)CC12CCOCC2,52%[activator]
Cc1nn(C)c(C)c1S(=O)(=O)N1CCN2C(=O)CN(C)C(=O)C2C1 (stereo unspecified),6%
CNc1ncc(C(=O)N2CCCC(CCc3ccc(F)cc3)C2)cn1 (stereo unspecified),-3%
COc1ccc(-c2nc3c(c(=O)[nH]2)CCN(C(=O)c2cc(Cl)ccc2OC)C3)cc1,u
O=c1c2c(CO)c(-c3ccc(F)cc3)nn2ccn1Cc1cc(F)ccc1F,46%[activator]
O[C@@H]1C[C@@H](c2nc(-c3cccnc3)no2)N(Cc2ccccc2)C1,20%[176 µM]
COc1ccc(-c2nc(C3CC3)nc3c2CCN([S+](=O)([O-])c2ccccc2)CC3)cc1,5%[6.33 µM]
Cc1ccc(C(=O)N2CCC(CCC(=O)NC3CCS(=O)(=O)C3)CC2)cc1 (stereo unspecified),11%
COc1ccc(CN2CCC(N3Cc4cnc(C)n4C3=O)CC2)cc1,11%&21%[176 µM]
CN(C)C(=O)c1nc(-c2ccc(Cl)nc2)c2ccccn12,-2%[6.33 µM]
C=CCN1[C@@H](Cc2ccccc2)COc2cccc(N3CCCC3)c2S1(=O)=O,1%
O=C(CC1CCCCN(Cc2ccccc2)C1=O)Nc1ccc(F)cc1F (stereo unspecified),36%
Cc1cc(C(=O)N2CCCCC2c2noc(COc3ccc(F)cc3)n2)nn1C (stereo unspecified),11%
Cc1cccc(OCC(=O)c2ccc3c(c2)N(CC(=O)Nc2ccccc2)C(=O)CO3)c1,47%[activator]
COc1ccc(C(=O)N2CCCCC2c2nc(CCOCC3CCOCC3)no2)cc1F (stereo unspecified),28%
COC(=O)C1=C(C)N(Cc2cccc(C(F)(F)F)c2)C(=NCc2cc(OC)c(OC)c(OC)c2)NC1c1ccc(F)cc1 (stereo unspecified),u
O=C(Nc1ccc(Br)c(F)c1)c1cnc(-c2ccccc2)nc1-c1ccncc1,u
CC(C)c1cccc(C(C)C)c1NC(=O)N1CCc2c(c3cc(F)ccc3n2C)C1,5%
O=C(CCCc1ccccc1)N1CCC2(CC1)CC(N(Cc1ccccc1)C1CC1)CCO2 (stereo unspecified),0%
O=C1Nc2ccccc2O[C@H]2C[C@@H]1N(C(=O)c1ccc(Cl)cc1)C2,12%[176 µM]
COC(=O)c1cccc(NC(=O)C2CCc3sc(C(=O)N(C)C)cc3C2)c1 (stereo unspecified),7%
Cc1cc(C(=O)N2CCC3(CC2)NCCc2c3[nH]c3ccccc23)nn1C,41%[activator]
CCNC(=O)[C@@H]1C[C@H](n2cc(CN(C)C(=O)NC3CCCCC3)nn2)CN1,28%
C=CCNC(=O)C[C@@H]1CCN(S(=O)(=O)c2ccc(OC)cc2)C[C@@H]1CC,22%[176 µM]
N#Cc1cccc(-c2ccnc(N[C@H]3CO[C@H]4[C@@H]3OC[C@@H]4NC(=O)C3CCCCC3)n2)c1,17%[176 µM]
O=C(N[C@H](Cc1ccccc1)C1CC(O)C1)c1ccc2nccn2c1 (stereo partly specified),16%
O=C(N[C@@H]1CCOC[C@H]1Oc1cccc(F)c1)c1cnc2ccccn2c1=O,30%[activator]
COCCN1CC(C(=O)N(C)Cc2ccc(OC)c3ncccc23)CCC1=O (stereo unspecified),48%[activator]
# The list goes on:
SMILES,12-LOX inh
COCCn1nc2n(c1=O)CCN(Cc1cccc(OC)n1)CC2,24%
Cc1ccc2c(c1)nc1n2[C@@H](CNC(=O)NC(C)C)COC1,35%[activator][176 µM]
CN(C)C[C@@H]1CN(c2ncccn2)C[C@H]1N,32%
CN1C(=O)C(c2ccccc2)CC12CCN(Cc1ccc(C#N)cc1)CC2 (stereo unspecified),-7%
Cc1cc(Cn2cc3c4c(cccc42)[C@H](CC(C)C)N[C@H](C(=O)NCc2ccc(C)o2)C3)no1,28%
Cc1nc([C@@H]2CN(C(=O)c3nn(C)c4ccccc34)C[C@H]2C(N)=O)n[nH]1,50%[activator]
CN(Cc1ccccc1)Cc1nc2c(n1Cc1ccccc1)C(=O)N(Cc1ccccc1C#N)CCN2,24%
Cc1cccc([C@H]2C[C@@H](O)[C@@H](O)[C@@H]2NS(C)(=O)=O)c1,16%[176 µM]
O=C(Cc1ccc(Cl)cc1)N1CCC(n2cc(-c3nc(-c4ccccc4)no3)nn2)CC1,-10%
CC1=NS(=O)(=O)N(Cc2ccccc2)C=C1C(=O)OCc1nc(-c2ccc3c(c2)OCO3)no1,3%
Cc1nn2c(c1-c1ccccc1C(C)C)N(Cc1ccc3c(c1)CCO3)CCC2,4%[176 µM]
COc1ccc(OCc2cc(C(=O)N3C[C@H]4CC[C@H]3C4)n[nH]2)c(Cl)c1,106%[activator]
Cn1nc(-c2nncn2CC2CC2)c2c1CCN(C(=O)C1CC1)C2,30%[activator]
CCCn1cc(CN2C[C@@H]3C(=O)N(Cc4ccc5c(c4)OCO5)C(=O)[C@@H]3C2)c2ccccc21,5%
CC(C)CCN1CC(Oc2ccc(F)cc2F)C1,11%[12.5 µM]
COCCN1C(=O)c2ccccc2C(C(=O)Nc2nnc(CC(C)C)s2)C12CCCC2 (stereo unspecified),-4%
COCCn1c(=O)n([C@H]2CCCN(C(=O)c3cnccn3)C2)c2ncccc21,29%
COc1ccc(Cn2c3c(c(=O)n2Cc2ccccc2)CCN(Cc2c(C)noc2C)C3)cc1,-20%
Cc1cccc(OCC(=O)NCCn2cccc2-c2nc(-c3ccc4c(c3)OCO4)no2)c1,30%
CC(C)NC(=O)N1CCN(C(=O)C2CCCCC2)[C@@H](C(=O)N[C@@H](CC2CCCCC2)C(N)=O)C1,3%
COc1ccc(C(=O)N[C@H]2C[C@@H](c3nc(-c4cncnc4)no3)N(C)C2)cc1,13%[176 µM]
Cc1cc(C(=O)N[C@H]2[C@H](O)[C@H](O)C[C@@H]2c2cccnc2)nn1C,30%[176 µM]
COCCN(C)C[C@H]1C[C@H](CO)CN(C(=O)c2c(C)cccc2OC)C1,10%
O=C(COc1ccc(Cl)cc1Cl)N1CCC(N2CCOC2=O)CC1,4%
COc1ccc(CN2C(=O)CO[C@H]3CN(C(C)C)C[C@H]32)cc1,37%[activator][176 µM]
Cc1ccc(N2C(=O)CSC23CCN(C(=O)C2CC2)CC3)cc1,41%[activator]
O=C(COc1ccc(F)cc1)NCC(=O)N1CCCCCCNC(=O)CC1c1ccccc1 (stereo unspecified),29%
CCCn1c(C)cnc1CC1CCCN(S(=O)(=O)c2cc(OC)ccc2OC)C1 (stereo unspecified),2%
Cc1nnc([C@@H]2CC(F)(F)CN2C(=O)c2cccc3[nH]ccc23)o1,53%[activator]
N#Cc1cccc(S(=O)(=O)N2CCc3n[nH]c(=O)n3CC2)c1,25%
CCOC(=O)[C@@H]1CSCCS(=O)(=O)N1Cc1ccc(C(F)(F)F)cc1,-2%
O=C(c1ccc(-c2ccccc2CO)nc1)N1CCC(CCc2ccccc2)CC1,35%[activator]
COCCOc1ncccc1-c1noc([C@@H]2CCCN2Cc2ccc(OC)cc2O)n1,13%[176 µM]
COc1ccc(C(=O)N2CCCC(c3nc(-c4cnccn4)no3)CCNC(=O)CC2)cn1 (stereo unspecified),76%[activator]
O=C(C1CCCCC1)N1CCCC2(CC(c3ccccc3)=NO2)C1 (stereo unspecified),5%[6.33 µM]
CC(C)NC(=O)N1CCCC(c2nc(-c3cccnc3)no2)CCNC(=O)CC1 (stereo unspecified),34%
Cc1nn2c(c1-c1ccccc1Oc1ccccc1)N(C(=O)Cc1cccc(F)c1)CCC2,-18%
CC(=O)NCC(=O)NCC1CCN(c2cc(-c3ccc(F)cc3)[nH]n2)CC1,34%[activator]
O=C(NC[C@H]1O[C@H](Cc2cc(COc3ccccc3)on2)CC[C@@H]1O)c1ccc2c(c1)OCO2,20%
CC(C)C[C@@H]1N[C@H](C(=O)NCCOc2ccccc2)Cc2c[nH]c3cccc1c23,12%[176 µM]

# Among those listed so far, 8 contain a Cl atom:
SMILES,12-LOX inh
CN(Cc1cccc2cnccc12)C(=O)COc1ccc(Cl)cc1Cl,22%
COc1ccccc1-c1nc(C2CC(=O)N(c3ccc(F)c(Cl)c3)C2)no1 (stereo unspecified),7%
COc1ccc(-c2nc3c(c(=O)[nH]2)CCN(C(=O)c2cc(Cl)ccc2OC)C3)cc1,u
CN(C)C(=O)c1nc(-c2ccc(Cl)nc2)c2ccccn12,-2%[6.33 µM]
O=C1Nc2ccccc2O[C@H]2C[C@@H]1N(C(=O)c1ccc(Cl)cc1)C2,12%[176 µM]
O=C(Cc1ccc(Cl)cc1)N1CCC(n2cc(-c3nc(-c4ccccc4)no3)nn2)CC1,-10%
COc1ccc(OCc2cc(C(=O)N3C[C@H]4CC[C@H]3C4)n[nH]2)c(Cl)c1,106%[activator]
O=C(COc1ccc(Cl)cc1Cl)N1CCC(N2CCOC2=O)CC1,4%

# The listing picks up; the 2 compounds before the break are reprinted first.
SMILES,12-LOX inh
O=C(NC[C@H]1O[C@H](Cc2cc(COc3ccccc3)on2)CC[C@@H]1O)c1ccc2c(c1)OCO2,20%
CC(C)C[C@@H]1N[C@H](C(=O)NCCOc2ccccc2)Cc2c[nH]c3cccc1c23,12%[176 µM]
O=C(Cc1cccc(F)c1)Nc1ccc2ncnc(N3CCCCC3)c2c1,14%
CC(C)C1=NOC2(CCN(C3COC3)CC2)C1,-1%[12.5 µM]
COc1ccc(N2CCN(C(=O)COc3ccc(NC(C)=O)cn3)CC2)cc1,-12%
O=C(NCc1nnc2ccc(-c3ccccc3)nn12)c1cccc(C(F)(F)F)c1,19%
COc1ccc(OC2CCN(C(C)=O)CC2)c(C(=O)NC(C)Cc2cccnc2)c1 (stereo unspecified),35%[activator]
CC(C)c1ccc(CN2C(=O)C(n3ccc4ccccc43)c3ccccc32)cc1 (stereo unspecified),u
c1csc(CNC[C@H]2Cn3cc(-c4ccc5c(c4)OCCCO5)nc3CO2)n1,19%[176 µM]
C#CCNC(=O)c1cc(-c2cnccc2Cl)c2cccn2n1,u
COC(=O)c1cccc(OCCn2ccnc2-c2nc[nH]c2C)c1,141%[activator]
COC(=O)[C@@H]1Cc2ncn(Cc3ccccc3)c2CN1S(=O)(=O)c1cccc2c(N(C)C)cccc12,56%[activator]
Cc1ccc(OCC(=O)N2CC(c3nnc(-c4ccc(C)cc4)o3)C3(CCOCC3)C2)cc1 (stereo unspecified),u

# The list is partial, so the mix of outcomes need not match the whole.
